# From PubChem BioAssay
# GPR7 antagonist – GPR7 receptor antagonists, primary screen, cell-based, fluorescence, single concentration; GPR7-expressing cells, fluorescence antagonist assay; inhibition, % at 4.4 µM; actives 1.1% (n = 290,000); AID 1861, 2009; in the data active means inhibition above about 16%, passing the limit was not always enough;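 further: cells stimulated with the agonist NPW; 0% = agonist with vehicle and 100% = vehicle without agonist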
# NALP1 yeast inh – NALP1 inflammasome inhibitors in reconstituted yeast, colorimetric, S. cerevisiae, triplicate retest | S. cerevisiae NALP1/ASC/caspase-1 growth, X-gal OD620, 72 h | inhibition, % at 10 µM | actives 0.61% (n = 280,000); in the data active means inhibition mostly above about 24%, no sharp cut-off; inactive means mostly below about 32%; further: some compounds called inactive have numbers as strong as hits
# PHOSPHO1 block – PubChem AID 1565 | actives 1.1% (n = 290,000) | recombinant PHOSPHO1, absorbance phosphatase assay | inhibition, % at 13.3 µM | Phosphoethanolamine/phosphocholine phosphatase (Homo sapiens), Q8TCT1; in the data active means inhibition above about 60%
# Target sequence (Q8TCT1 whole entry, looked up): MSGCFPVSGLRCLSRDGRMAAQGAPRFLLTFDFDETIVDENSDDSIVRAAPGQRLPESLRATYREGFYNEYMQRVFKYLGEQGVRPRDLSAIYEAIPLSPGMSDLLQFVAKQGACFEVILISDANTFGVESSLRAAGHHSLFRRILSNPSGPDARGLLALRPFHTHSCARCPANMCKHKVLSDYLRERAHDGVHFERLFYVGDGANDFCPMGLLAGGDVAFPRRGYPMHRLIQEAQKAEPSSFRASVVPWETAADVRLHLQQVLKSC
# MEKK3 PB1 HTS – modulators of MEKK3-MEK5 PB1 binding, primary screen, biochemical, wildtype MEKK3, multiplex bead flow cytometry, Alexa488-MEK5 | Mitogen-activated protein kinase kinase kinase 3 (Homo sapiens), Q99759 | bead-based flow cytometry, Alexa488-MEK5 binding to MEKK3; actives lie on both sides; 0 = blocked by unlabeled MEK5, 100 = vehicle | binding response (% of control), % at 10 µM | actives 1.4% (n = 290,000) | AID 1529, 2009;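 active means binding response more than 3 SD above or below the average of its plate-row segment, actives on both sides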;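 further: Alexa488 bead fluorescence after subtracting the streptavidin-only scavenger bead signal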
# Target sequence (Q99759 whole entry, looked up): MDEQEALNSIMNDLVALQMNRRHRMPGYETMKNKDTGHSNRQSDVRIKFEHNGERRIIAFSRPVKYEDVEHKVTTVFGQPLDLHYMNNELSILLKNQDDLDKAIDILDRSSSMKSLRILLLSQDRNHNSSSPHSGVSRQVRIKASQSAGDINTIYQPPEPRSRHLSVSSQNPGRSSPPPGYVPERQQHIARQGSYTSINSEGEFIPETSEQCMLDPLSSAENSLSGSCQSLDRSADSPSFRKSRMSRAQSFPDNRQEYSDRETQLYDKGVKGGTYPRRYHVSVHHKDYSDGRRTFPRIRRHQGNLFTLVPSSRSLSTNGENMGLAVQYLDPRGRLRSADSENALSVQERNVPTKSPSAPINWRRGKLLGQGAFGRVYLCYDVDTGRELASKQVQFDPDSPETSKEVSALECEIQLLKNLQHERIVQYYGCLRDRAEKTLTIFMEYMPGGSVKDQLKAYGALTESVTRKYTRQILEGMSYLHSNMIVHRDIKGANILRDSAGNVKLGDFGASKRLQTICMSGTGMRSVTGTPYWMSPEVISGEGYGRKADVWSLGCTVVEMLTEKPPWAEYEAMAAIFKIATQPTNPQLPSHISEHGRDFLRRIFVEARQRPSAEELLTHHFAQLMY
# GalR3 antagonist – GalR3 antagonists in HEK293 cells, primary screen, cell-based, fluorescence readout. HEK293 GalR3-CNG cAMP membrane potential fluorescence; galR3 body fused to GalR1 C-terminus. inhibition, % at 3 µM. actives 0.44% (n = 360,000). AID 651719, 2012;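 active means inhibition above the screen-wide average plus 3 SD, cut at about 13% in these data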;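 further: forskolin and galanin both at EC90 stimulate the cells; cAMP rise reported by CNG channel membrane potential dye signal; 0% = forskolin plus galanin with DMSO and 100% = forskolin alone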
# OXTR agonist – human OXTR agonists, primary screen, fluorescence, CHO-OTR cells, Fluo-8 calcium; AID 2435, 2010; actives 0.32% (n = 320,000); Fluo-8 calcium fluorescence; normalized: DMSO 0%, oxytocin 100%; activation, % at 3 µM;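 active means activation above the mean of all tested compounds plus 3 SD, cutoff set per screening run, cut at about 20% in these data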;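 further: peak over basal fluorescence ratio from a 100 s FLIPR kinetic read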
# MEKK2mut PB1 HTS – MEK5 binding signal on mutant MEKK2 PB1, primary screen, biochemical, multiplex bead flow cytometry, Alexa488-MEK5; Alexa488-MEK5 binding to MEKK2 mutant; percent response, % at 10 µM; actives 0.35% (n = 290,000); AID 1530, 2009; in the data active means percent response above about 24%, passing the limit was not always enough; further: inactives centre near 1; some results filed as inactive read as strong as hits; reference of the scale not given here
# V1aR counter – agonists of human V1a receptor, primary screen, counter-screen for OXTR agonist project, fluorescence, CHO-V1R cells; Fluo-8 calcium fluorescence, agonist mode; 0% DMSO, 100% 3 nM vasopressin; activation, % at 3 µM; actives 0.25% (n = 320,000); AID 2797, 2010; Vasopressin V1a receptor (Homo sapiens), P37288;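 active means activation above the mean activation of all tested compounds plus 3 SD, per screening run, cut at about 20% in these data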;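 further: signal is peak over basal fluorescence ratio across a 100 second FLIPR read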
# MEKK2wt PB1 HTS – modulators of MEK5 binding to wildtype MEKK2, primary screen, biochemical, multiplex bead flow cytometry, Alexa488-MEK5. Mitogen-activated protein kinase kinase kinase 2 (Homo sapiens), Q9Y2U5. Alexa488-MEK5 binding to MEKK2 WT; actives lie on both sides. binding response (% of control), % at 10 µM. actives 1.1% (n = 290,000). AID 1531, 2009; in the data active means binding response below about 67% or above about 130%
# * marks the source's active call; other numbers are inactive results; x = not tested or not shown.
# Every second line gives: GalR3 antagonist	GPR7 antagonist	MEKK2wt PB1 HTS	OXTR agonist	MEKK2mut PB1 HTS	PHOSPHO1 block	V1aR counter	MEKK3 PB1 HTS	NALP1 yeast inh
O=[N+]([O-])C1C(c2ccccc2)=NOC1c1ccccc1O (configuration not stated)
    -8	-9	107	2.3	12	18	0.5	102	4
CCn1c(CN2CCOCC2)nnc1SCC(=O)Nc1ccccc1Cl
    -7	-5	95	0.5	-6	37	0.5	98	1
CNC(=S)N1CCN(c2nc(-c3ccc(Cl)cc3)cs2)CC1
    -11	-11	105	1.7	8	x	3.4	111	-12
CC(C)CC(=O)Nc1cccc2c1C(=O)N(c1ccccc1)C2=O
    2	-8	102	-2.2	-5	-17	-2.0	105	4
CN1CCN(C(=O)c2ccc(C3SCC(=O)N3Cc3ccco3)cc2)CC1 (configuration not stated)
    -2	-5	99	0.3	1	6	4.2	97	1
Cc1cc(=O)oc2c(N)c(O)ccc12
    3	-3	115	0.8	5	40	1.2	117	x
Cc1ccc(NC(=O)c2ccc3ccccc3n2)cc1S(=O)(=O)N1CCOCC1
    -3	-2	98	-0.8	-2	-23	1.9	97	39
CCOC(=O)C1CCN(c2ncnc3c2oc2ccc(Br)cc23)CC1
    -7	8	x	5.5	x	-25	3.8	x	21
CCOC(=O)N1CCN(Cc2nc(N)nc(Nc3ccc(Oc4ccccc4)cc3)n2)CC1
    -5	-2	108	5.8	7	10	6.1	109	x
N#C/C(C(=O)N1CCOCC1)=c1/s/c(=C\c2ccccn2)c(=O)n1-c1ccccc1
    3	-7	89	0.6	-6	47	-0.3	88	-12
O=C1C(=Cc2cccn2-c2ccccc2)C(=O)c2ccccc21
    3	11	89	-0.3	-3	-8	0.1	90	6
N/C(=N\OC(=O)COc1ccc2ccccc2c1Br)c1ccccn1
    -8	-8	95	0.5	-3	20	-0.1	98	3
COC(=O)c1ccc(Cl)c(NC(=O)c2cccc([N+](=O)[O-])c2C)c1
    -6	-8	94	-2.3	-6	-1	-1.3	92	5
O=C(NCCN1CCN(S(=O)(=O)c2ccc(F)cc2)CC1)C(=O)NCc1ccccc1
    -8	-11	107	0.0	8	24	0.3	101	7
COc1ccc(/C=N/OCC(=O)N2CCCC2)c(OC)c1
    6	-5	91	-0.1	-6	17	0.5	91	-8
COc1cccc(CNC(=O)CCC2CCCN(C(=O)c3cccc(Cl)c3)C2)c1 (configuration not stated)
    -1	-12	98	-2.0	-4	44	0.0	98	-9
O=C(CCCC(=O)OCC(=O)c1ccc(F)cc1)Nc1cc(C(F)(F)F)ccc1Cl
    -6	7	102	4.8	-1	3	2.8	102	30
O=C(C1CCCN(Cc2ccccc2[N+](=O)[O-])C1)N1CCCC1 (configuration not stated)
    -9	-10	96	x	1	26	x	95	5
COc1cc(S(=O)(=O)N2CCCCCC2)ccc1Cl
    0	-1	101	-2.3	3	-27	5.4	99	-1
Cc1cc(C)cc(NC(=O)c2cc(Cl)sc2Cl)c1
    -5	-9	107	-3.0	6	-12	-1.1	101	22
Cc1cc(C)c2c3c(sc2n1)C(=O)N(c1ccccc1C)CC(=O)N3
    0	-13	97	0.2	1	-1	0.6	98	2
N#Cc1ccccc1NC(=O)CSc1nnc(-c2ccncc2)o1
    2	-6	68	0.9	-12	-8	1.0	71	7
Cc1nc(CCN2C(=O)c3ccccc3C2=O)cs1
    -5	-1	93	-0.8	-4	-27	0.1	97	-4
O=c1cc(-c2ccco2)nc(SCc2cccc(Cl)c2)[nH]1
    -7	-1	-8.0*	-0.8	-4	19	0.8	99	25
O=C(NCc1cccnc1)NC1(C(F)(F)F)Oc2ccccc2O1
    -4	-3	99	0.4	0	16	0.8	103	0
O=C(CNC(=O)c1ccccc1)NC1(C(=O)NC2CCCCC2)CCCCC1
    -3	-8	99	0.4	-37	-11	0.5	104	-2
CCOC(=O)CSc1nnc(-c2ccccc2)c(-c2ccccc2)n1
    -8	-15	99	x	0	25	x	101	3
NC(=O)CC(NC(=O)Cc1ccc(Cl)cc1)c1ccc(NCCCN2CCCC2=O)c([N+](=O)[O-])c1 (configuration not stated)
    -3	3	96	-0.2	-8	41	0.1	100	20
O=C(Cn1nnc(-c2ccccc2-n2cnnn2)n1)N1CCCCC1
    -3	4	102	0.3	-1	-16	-0.1	100	3
O=C(Nc1ccc(NC(=O)c2cccs2)cc1)c1ccco1
    -1	1	104	0.7	2	-4	1.2	104	6
Cc1ccc(S(=O)(=O)c2c(N)n(/N=C/c3ccco3)c3nc4ccccc4nc23)cc1C
    -1	1	96	-0.2	-2	20	-0.7	100	8
Cc1ccccc1N(C(=O)CCC(=O)Nc1ccccn1)C(C(=O)NC(C)C)c1ccc(O)cc1 (configuration not stated)
    -3	-1	98	x	2	16	x	100	28
C#CC[N+](C)(C)CC#Cc1ccccc1
    -2	-6	81	0.0	-10	9	1.6	97	8
C=CCSc1nnc(NC(=O)COc2ccc3ccccc3c2)s1
    -2	-5	100	0.3	2	2	-0.5	102	-2
COc1ccc(NC(=O)COC(=O)c2ccco2)c([N+](=O)[O-])c1
    -2	-13	92	-0.6	-4	-14	0.3	92	13
COc1ccccc1N1CCN(C(=O)c2noc(C(C)C)c2[N+](=O)[O-])CC1
    x	-7	99	1.0	-1	42	4.5	100	5
CCOc1ccc2nc(N(CCN(C)C)C(=O)c3ccc4ccccc4c3)sc2c1
    -9	3	129	0.2	9	12	-0.2	108	7
COC(=O)c1ccc(SCc2cnc(Cl)s2)cc1
    -6	-6	93	1.6	-4	-8	1.0	97	15
CN(Cc1ccccc1)S(=O)(=O)c1ccccc1[N+](=O)[O-]
    -3	-7	100	-1.9	13	5	-1.1	101	20
CN(C)S(=O)(=O)c1ccc(C(=O)Oc2cc(=O)[nH]c3ccccc23)cc1
    -4	2	95	-0.3	-1	26	0.7	100	19
CC(C)Oc1cccc(C(=O)C2CCCN(C(=O)c3ccc4c(c3)OCO4)C2)c1 (configuration not stated)
    -3	1	95	0.0	-1	12	1.8	100	6
O=C(Nc1c(S(=O)(=O)c2ccc(Cl)cc2)csc1Br)c1ccccc1Cl
    2	-1	98	-3.8	21	46	-0.7	105	-2
COc1ccc(-c2nc(-c3ccccc3)c(-c3cc([N+](=O)[O-])ccc3C)[nH]2)cc1O
    -4	-2	97	-1.6	-3	38	-0.6	102	3
CCCNc1[nH]c(=O)n(C)c(=O)c1N=O
    1	-3	103	0.6	1	32	0.5	104	0
COC(=O)COc1ccc(S(=O)(=O)N2CCc3ccccc3C2)cc1C
    -4	3	92	-1.7	-3	8	0.1	86	22

# As entered above.
# CC(C)Oc1cccc(C(=O)C2CCCN(C(=O)c3ccc4c(c3)OCO4)C2)c1 (configuration not stated) – MEKK2mut PB1 HTS = -1
# Cc1ccccc1N(C(=O)CCC(=O)Nc1ccccn1)C(C(=O)NC(C)C)c1ccc(O)cc1 (configuration not stated) – GalR3 antagonist = -3

# (next part)
# Every second line gives: GalR3 antagonist	GPR7 antagonist	MEKK2wt PB1 HTS	OXTR agonist	MEKK2mut PB1 HTS	PHOSPHO1 block	V1aR counter	MEKK3 PB1 HTS	NALP1 yeast inh
Cc1cc([N+](=O)[O-])nn1CCCC(=O)Nc1cc(Cl)ccc1Cl
    -2	16	83	0.7	-8	32	0.7	86	19
O=S(=O)(NCCc1cccs1)c1ccc(Br)cc1
    -8	-5	98	-0.9	-5	32	2.0	99	17
Cc1oc(C(=O)O)cc1COc1ccccc1Cl
    -4	-3	107	0.9	8	25	-0.3	106	16
O=C1CCC(=O)N1c1nc2nc(-c3ccccc3)cc(=O)n2[nH]1
    -3	-2	113	0.5	9	22	0.7	109	-1
CCOC(=O)Cn1nnnc1CN(CCc1ccccc1)Cc1cc2cc(CC)ccc2[nH]c1=O
    -5	3	100	-0.9	3	28	-0.8	101	-14
COc1ccc2[nH]cc(CCN=C3SCC(=O)N3C)c2c1
    1	9	112	-0.8	0	11	1.7	103	33
O=C(COc1cccc2ccccc12)N/N=C/C=C/c1ccccc1
    -4	-17	102	-0.3	0	11	0.9	104	16
N#CC(/C(=N/S(=O)(=O)c1cccs1)c1ccccc1)c1nc2ccccc2[nH]1 (configuration not stated)
    6	4	x	4.8	x	-2	5.1	x	3
CCOC(=O)c1cn(CC(=O)Nc2ccc(CC)cc2)nn1
    -4	1	83	1.1	-7	36	-0.3	90	12
CN(C)S(=O)(=O)c1cccc(NC(=O)COC(=O)CCOc2ccccc2)c1
    -3	3	102	3.5	-5	0	3.1	99	4
O=C(NCCc1ccc(F)cc1)Nc1ccccc1
    -2	-4	100	0.2	3	40	0.3	98	7
CCOCCCn1c(=N)c(S(=O)(=O)c2ccc(C)cc2)cc2c(=O)n3cc(C)ccc3nc21
    -9	-2	98	-0.3	2	0	-0.2	101	-10
CN1CCN(CCNC(=O)c2cc3c(=O)n(C)c4ccccc4c3n2C)CC1
    -1	-10	104	1.4	4	-1	0.5	101	-2
O=C(CSc1ccccc1)NC1=NCCS1
    -3	-17	100	1.0	-25	22	-0.5	95	x
COc1ccccc1NC(=O)C1=C(C)Nc2nc(-c3ccc(N(C)C)cc3)nn2C1c1ccncc1 (configuration not stated)
    -1	-14	100	-1.3	-6	19	-0.8	99	3
COC(=O)c1ccc(CSc2nc(C)nc3sc(C)c(C)c23)o1
    -1	-11	101	0.5	4	-4	0.8	103	12
CC(=O)Nc1ccc(NC(=O)C2CCCN(S(=O)(=O)c3ccc(-n4cnnn4)cc3)C2)cc1 (configuration not stated)
    -4	-9	102	1.5	4	11	0.8	102	14
C/C=C/c1ccc(OCC(=O)OCC)c(OC)c1
    -3	-12	96	-1.6	-1	30	-0.6	101	19
O=c1ccc(-c2ccccc2)n[nH]1
    -6	-4	106	0.9	5	6	0.5	105	8
CCCCNc1nc2ccccc2nc1Cl
    -4	-2	89	-2.5	-9	13	-0.5	91	11
Cc1ccc(S(=O)(=O)c2c(N)n(-c3ccccc3)c3nc4ccccc4nc23)cc1
    -8	-5	102	1.5	0	-3	1.5	136*	24
O=C(CSc1nnc(-c2cccnc2)n1-c1ccc(F)cc1)NCc1ccc2c(c1)OCO2
    -3	-4	103	0.4	5	-3	-0.4	106	-3
O=C(/C=C\Nc1ccc2c(c1)OCO2)c1cccs1
    -8	-1	92	-0.5	-6	16	-0.8	95	-9
COc1ccc(N/C=C2\CCOC2=O)cc1
    -2	2	98	0.5	0	15	0.9	98	8
CCC1Oc2ccccc2N(CC(=O)NC2CCCCC2C)C1=O (configuration not stated)
    -4	16	100	-1.7	2	40	-1.8	102	-3
COc1ccccc1C(=O)C1CCCN(C(=O)c2cccc(Cn3cccn3)c2)C1 (configuration not stated)
    -4	-4	112	0.6	9	18	3.5	111	0
Cc1nc2ccc(NC(=O)Cc3cccc(F)c3)cc2s1
    4	11	90	-0.2	-7	17	4.1	100	9
CCOC(=O)c1cnc(SCC(=O)Nc2cccc(OC)c2)nc1N
    -5	-3	100	5.6	0	8	4.6	97	6
